# Mcl1 Noxa PPI – disrupts binding of human Mcl-1 to Noxa peptide; Q07820; TR-FRET Mcl-1/Noxa peptide binding, 2 h; inhibition, % at 21.7 µM; 220,000 compounds, 1.5% hits; AID 1022;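 active = compounds that cut the protein-peptide binding signal by more than 50% relative to plate controls in a single-dose test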;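 also: His-tagged Mcl-1 with rhodamine Noxa BH3 peptide and terbium anti-His antibody; 0% = Mcl-1 plus Noxa peptide wells and 100% = peptide-only wells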
# Target sequence (Q07820 whole entry, looked up): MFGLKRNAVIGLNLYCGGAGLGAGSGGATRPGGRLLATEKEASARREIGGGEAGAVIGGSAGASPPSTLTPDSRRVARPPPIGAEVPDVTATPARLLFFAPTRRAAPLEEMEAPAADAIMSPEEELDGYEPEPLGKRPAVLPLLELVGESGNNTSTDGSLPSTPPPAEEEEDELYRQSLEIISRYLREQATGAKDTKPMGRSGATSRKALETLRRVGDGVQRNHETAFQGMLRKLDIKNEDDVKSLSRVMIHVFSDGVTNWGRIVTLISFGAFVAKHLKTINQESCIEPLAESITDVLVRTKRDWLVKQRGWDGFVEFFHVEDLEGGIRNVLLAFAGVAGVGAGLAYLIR
# Rac1 act GTP bind – human Rac1 activated mutant GTP binding change; GST-Rac1 activated beads, fluorescent GTP binding, flow cytometry; actives lie on both sides; 100% means binding = to untreated wells; P63000; 190,000 compounds, 0.11% hits; percent activity (GTP binding), % at 10 µM;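 active = GTP binding at least 20 percentage points away from the 100% baseline, in either direction, so actives lie on both sides; inconclusive = Compound likely fluorescent itself, or too few beads counted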
# Cdc42 wt GTP – changes GTP binding to wildtype human Cdc42; percent activity (GTP binding), % at 10 µM; 190,000 compounds, 0.2% hits; AID 761; GST-Cdc42 beads, Bodipy-GTP binding, flow cytometry; actives lie on both sides; P60953;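 active = percent activity GTP binding at least 20 points away from the 100% baseline, either down as inhibitor or up as activator; inconclusive = compound flagged as likely green fluorescent from well-wide comparison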;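 also: median bead fluorescence of bound Bodipy-FL-GTP at 100 nM; 0% = excess unlabeled GTP control and 100% = no compound control; below 100% means less GTP binding so inhibitor and above means activator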
# Target sequence (P60953 whole entry, looked up): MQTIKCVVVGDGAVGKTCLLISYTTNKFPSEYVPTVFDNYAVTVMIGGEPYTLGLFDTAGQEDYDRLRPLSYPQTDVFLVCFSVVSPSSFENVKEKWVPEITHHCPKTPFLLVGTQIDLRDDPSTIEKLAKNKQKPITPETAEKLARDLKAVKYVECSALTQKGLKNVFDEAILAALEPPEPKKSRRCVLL
# Mcl1-Bid inh – Mcl-1/Bid interaction inhibition | inhibition, % at 21.7 µM | 220,000 compounds, 0.97% hits | AID 1021 | TR-FRET Mcl-1/Bid-Dy647 peptide binding, 1536-well;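 active = compounds that cut the binding signal by more than half at the single screening dose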;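 also: His-tagged Mcl-1 with europium anti-His antibody binding Bid BH3 peptide; 0% = Mcl-1 plus peptide wells and 100% = peptide-only wells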
# Bim-Mcl-1 – disrupts Bim peptide binding to human Mcl-1. 190,000 compounds, 0.1% hits. AID 1009. Bead-based flow cytometry, Bim peptide-Mcl-1 binding. inhibition, % at 10 µM; in the data active = inhibition above about 40%;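 also: 0% = no compound tracer wells and 100% = peptide blocker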
# HRas wt GTP – human HRas wildtype GTP binding, change in either direction; GST-Ras wt beads, Bodipy-FL-GTP binding, flow cytometry; actives lie on both sides; 190,000 compounds, 0.14% hits; GTP binding activity, % at 10 µM; P01112;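 active = GTP binding activity at least 20% away from the 100% baseline, either lowered as inhibitor or raised as activator; inconclusive = flagged as likely green fluorescent, judged across all proteins in the well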;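 also: 0% = unlabeled GTP competition control and 100% = no-compound control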
# Target sequence (P01112 whole entry, looked up): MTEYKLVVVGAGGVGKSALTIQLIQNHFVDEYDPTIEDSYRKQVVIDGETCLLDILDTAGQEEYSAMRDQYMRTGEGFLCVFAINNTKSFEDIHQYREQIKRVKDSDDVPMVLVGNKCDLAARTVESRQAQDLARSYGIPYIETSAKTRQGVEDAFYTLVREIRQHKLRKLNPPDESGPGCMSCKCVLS
# Rab2A wt mod – changes GTP binding to wildtype dog Rab2A, up or down; 190,000 compounds, 0.19% hits; GTP binding activity, % at 10 µM; GST-Rab2 wt beads, Bodipy-GTP binding, flow cytometry;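 active = GTP binding activity at least 20 points away from 100%, either lowered or raised; inconclusive = signal likely due to the compound's own green fluorescence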;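 also: 0% = beads with excess unlabeled GTP and 100% = no-compound control corrected for plate trend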
# Avidin fluor – compound fluoresces at 488/530 nm on avidin beads; compound fluorescence 488/530 nm, flow cytometry; active compounds read high; fluorescence (KMESF) at 10 µM; 220,000 compounds, 0.38% hits; in the data active = fluorescence above about 47; also: inactives centre near 10
# Rac1 wt modul – modulators of human Rac1 wildtype GTP binding; 190,000 compounds, 0.27% hits; GTP binding activity (% of control), % at 10 µM; AID 757; P63000; GST-Rac1 beads, fluorescent GTP binding, flow cytometry; actives lie on both sides; 0 = cold GTP competed, 100 = untreated;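 active = GTP binding activity at least 20 points away from the 100% control level, either lower or higher; inconclusive = compound flagged as likely green fluorescent, judged across all proteins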
# Rab7 wt GTP bind – dog Rab7 wildtype GTP binding, inhibitors and activators; GST-Rab7 beads, fluorescent GTP binding, flow cytometry; actives lie on both sides; untreated = 100%, excess cold GTP = 0%; GTP binding activity (percent of control), % at 10 µM; 190,000 compounds, 0.055% hits;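 active = fluorescent GTP binding to Rab7 beads changed by at least 20 points from the 100% baseline, either direction, mostly lower; inconclusive = compound itself probably fluorescent, or too few beads counted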;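 also: median green fluorescence of bound Bodipy-FL-GTP per Rab7 bead population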
# Pf gamet viab – inhibitors of late stage P. falciparum gametocyte viability | P. falciparum stage V gametocytes, ATP luminescence, 24 h | inhibition, % at 10.9 µM | 150,000 compounds, 0.065% hits | AID 743093;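 active = inhibition above the mean plus 3 SD of compounds within the control limits, set per campaign, cut at about 38% in these data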;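 also: 0% = DMSO wells and 100% = medium only without gametocytes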
# The depositor's hits bear a star; ? = inconclusive; · = not tested or not shown.
SMILES,Mcl1 Noxa PPI,Rac1 act GTP bind,Cdc42 wt GTP,Mcl1-Bid inh,Bim-Mcl-1,HRas wt GTP,Rab2A wt mod,Avidin fluor,Rac1 wt modul,Rab7 wt GTP bind,Pf gamet viab
O=C(CSc1nc2ccccc2s1)NC1CCS(=O)(=O)C1 (centres undefined),36.7,100.0,107.0,15.6,-5.0,109.0,108.0,6,109.0,108.0,·
CCc1ccccc1N(C(C)=O)c1nc(CN=C=S)cs1,17.6,94.0,95.0,3.1,0.0,96.0,94.0,15,94.0,95.0,·
CCS(=O)(=O)N1CCC(C(=O)N2CCOCC2)CC1,1.6,94.0,99.0,-3.5,-2.0,98.0,97.0,18,94.0,97.0,17.4
COc1cc2nc(CN(C)Cc3nc4ccccc4c(=O)[nH]3)[nH]c(=O)c2cc1OC,-11.1,97.0,96.0,-51.5,2.0,97.0,95.0,9,98.0,95.0,·
CC(C)C(=O)Nc1ccnc(-c2cccnc2)n1,-1.6,97.0,95.0,-4.0,0.0,95.0,94.0,23,96.0,99.0,·
Cc1cc(=O)[nH]c(SCn2nnc3ccccc3c2=O)n1,13.8,98.0,98.0,-5.3,-1.0,96.0,96.0,12,99.0,96.0,·
COC(=O)C1C(c2ccccc2)C(C(=O)OCc2ccco2)C1c1ccccc1 (centres undefined),-3.9,96.0,98.0,-5.8,0.0,99.0,97.0,21,101.0,95.0,·
Cc1ccc2c(c1)N(CC(=O)N(Cc1ccccn1)Cc1ccco1)C(=O)C(C(C)C)O2 (centres undefined),0.0,94.0,94.0,-13.5,0.0,97.0,97.0,4,100.0,95.0,1.5
Cc1cc2ccccc2c(=O)n1CC(=O)NCC(=O)N1CCCC1,-0.5,100.0,104.0,-2.4,-1.0,105.0,104.0,8,104.0,104.0,10.6
CCCNC(=O)C(=O)NCc1ccccn1,1.3,?,?,-18.7,0.0,?,?,9,?,?,·
CC1(C)CC(=O)c2cc(C(=O)NCc3ccco3)c(=O)n(-c3ccc(Cl)cc3)c2C1,12.4,98.0,101.0,-33.0,-3.0,98.0,99.0,7,102.0,97.0,-11.3
CC(C)Cn1c(-c2cccs2)nc2ccccc21,-24.4,99.0,101.0,8.6,-4.0,101.0,100.0,10,99.0,98.0,-45.9
O=C1CN(C(=O)COC(=O)c2oc3ccccc3c2COc2ccccc2)c2ccccc2N1,7.9,101.0,104.0,-21.4,-139.0,101.0,101.0,9,106.0,96.0,-43.0
COc1ccc2c(c1)N(C)/C(=C1/SC(=NCc3ccccc3)N(c3ccccc3)C1=O)S2,11.4,96.0,100.0,-35.9,9.0,99.0,98.0,9,98.0,101.0,·
C=CCNC(=O)c1c(Cl)cnn1-c1ccc(C)cc1,6.2,95.0,96.0,-24.2,-2.0,93.0,96.0,4,94.0,99.0,-0.2
COc1ccc(COC(=O)c2n[nH]c3ccccc23)cc1F,-3.0,97.0,97.0,-3.1,-4.0,98.0,100.0,22,106.0,103.0,·
O=C(/C=C/c1ccccc1O)c1ccc(Cl)cc1,21.9,95.0,97.0,4.0,-5.0,96.0,97.0,3,99.0,102.0,·
COc1ccc(C2=NN(C(=O)c3cccs3)C(c3ccccc3OC)C2)cc1OC (centres undefined),-30.0,?,?,-36.5,0.0,?,?,8,?,?,10.4
O=C(NC1CC1)C1=C[C@@H](C2CCCCC2)C[C@@H](OCCCCO)O1,1.1,97.0,98.0,-0.6,-3.0,99.0,100.0,7,101.0,104.0,25.0
Cc1nc2ccccc2c(=O)n1CCCn1ccnc1,5.2,99.0,100.0,0.9,0.0,99.0,99.0,15,106.0,100.0,-2.4
CNC(=O)COC(=O)c1cc2c(C)nn(-c3ccc(F)cc3)c2s1,-0.4,102.0,104.0,6.7,0.0,104.0,101.0,20,107.0,102.0,·
COc1ccccc1-n1c(SCC(=O)NC2CCCC2)nc2cccnc21,-4.0,91.0,99.0,-22.1,-2.0,100.0,96.0,13,96.0,98.0,-42.4
Clc1ccc(COn2nnc3ccccc32)c(Cl)c1,-17.3,99.0,107.0,29.5,-4.0,100.0,102.0,14,103.0,99.0,0.4
O=c1c(Oc2ccccc2F)coc2cc(OCc3cnn(-c4ccccc4)c3)ccc12,13.4,98.0,102.0,-36.5,0.0,97.0,98.0,14,103.0,100.0,·
CC1CC(C)(C)N2C(=O)C3(Nc4ccccc4S3)c3cccc1c32 (centres undefined),6.9,98.0,99.0,-39.6,-4.0,98.0,97.0,12,101.0,99.0,·
SMILES,Mcl1 Noxa PPI,Rac1 act GTP bind,Cdc42 wt GTP,Mcl1-Bid inh,Bim-Mcl-1,HRas wt GTP,Rab2A wt mod,Avidin fluor,Rac1 wt modul,Rab7 wt GTP bind,Pf gamet viab
C/C(O)=C\c1nc(=O)c2c(C)cc(C)nc2n1-c1ccccc1,·,91.0,96.0,1.4,-4.0,96.0,92.0,12,90.0,95.0,·
CCOC(=O)CSCC(NC(=O)OC(C)(C)C)C(=O)OCC (centres undefined),6.8,99.0,105.0,-1.5,-1.0,103.0,104.0,14,103.0,104.0,-7.5
Cc1ccc(C(=O)NCCN2C3=NC[C@@H](Cc4ccccc4)N3C[C@H]2Cc2ccc(O)cc2)cc1Br,-2.6,98.0,98.0,-5.1,5.0,98.0,99.0,5,98.0,98.0,-3.8
CCN(C(=O)Cc1c(C(=O)O)[nH]c2ccccc12)c1cc(OC)ccc1OC,12.8,103.0,101.0,-8.7,-2.0,104.0,103.0,6,102.0,101.0,-10.4
CN(CCO)CC(O)Cn1cnc2c1c(=O)n(C)c(=O)n2C (centres undefined) (tested in a mixture with another compound),19.5,98.0,98.0,3.7,-4.0,97.0,100.0,7,100.0,102.0,·
O=C(Nc1cccc(O)c1)c1cnn2cccnc12,14.5,99.0,95.0,-22.7,2.0,94.0,94.0,·,95.0,94.0,·
Cc1cc(C)c2nc(SC(C)C#N)cc(C)c2c1 (centres undefined),11.2,96.0,100.0,-19.9,7.0,100.0,99.0,12,100.0,98.0,·
CS(=O)(=O)N(Cc1ccc(C(=O)N2CCc3ccccc3C2)cc1)c1ccccc1,8.2,93.0,94.0,-3.6,-3.0,94.0,97.0,8,95.0,101.0,-4.3
O=C(N/N=C/C(c1ccccc1)c1ccccc1)c1ccccc1F,5.9,97.0,97.0,-24.8,2.0,97.0,96.0,8,99.0,95.0,3.4
CCn1c(=O)cc(OCC(=O)N2CCCC2)c2ccccc21,16.4,100.0,105.0,-8.0,2.0,101.0,101.0,10,105.0,102.0,·
O=c1c2ccccc2nc(SCCN2CCCCC2)n1CCc1ccccc1,9.8,94.0,97.0,-0.5,0.0,98.0,98.0,7,97.0,97.0,16.6
CCC1CCCCN1C(=O)CSc1nnc(CNC(=O)c2ccco2)o1 (centres undefined),25.9,97.0,97.0,-13.7,0.0,99.0,99.0,7,98.0,101.0,·
CC1=NN(c2ccc(Cl)c(C(=O)O)c2)C(=O)/C1=C\c1ccc(-c2ccc(C(=O)O)cc2)o1,38.7,87.0,87.0,-92.9,2.0,90.0,88.0,9,89.0,91.0,·
CCOc1cccc(/C(O)=C2/C(=O)C(=O)N(CCN3CCOCC3)C2c2ccncc2)c1 (centres undefined),11.7,94.0,96.0,-30.8,-2.0,98.0,96.0,10,101.0,100.0,·
Cn1c(SCc2c(F)cccc2Cl)nc2c(c1=O)SCC2,3.6,94.0,97.0,-43.1,-2.0,92.0,90.0,10,89.0,95.0,-3.1
CC1(C)CC(=O)C2=C(C1)Nc1ccccc1NC2c1cccs1 (centres undefined),1.7,96.0,98.0,-54.1,0.0,96.0,95.0,10,102.0,97.0,7.3
N#Cc1ccc(CSc2nnc(-c3ccccn3)n2-c2ccccc2)cc1,-3.4,96.0,97.0,-16.2,0.0,98.0,97.0,16,97.0,97.0,·
COC(=O)C/C=C/[C@@H](C)[C@@H](/C=N/O[C@H](C)c1cn([C@@H]2COC[C@H]2O)nn1)NS(=O)(=O)c1ccc(C)cc1,11.6,100.0,102.0,-1.6,0.0,101.0,99.0,11,103.0,100.0,·
CN(C(=O)COC(=O)CNC(=O)c1ccc(Cl)cc1Cl)c1ccccc1,4.4,92.0,94.0,-10.8,-1.0,94.0,93.0,9,97.0,96.0,-19.6
Cn1c(-c2sccc2OCc2ccccc2)n[nH]c1=S,17.8,102.0,105.0,-51.3,-3.0,103.0,103.0,7,103.0,98.0,-0.9
Cn1c(=O)n(C)c2cc(NC(=O)CCl)ccc21,7.4,95.0,96.0,-7.7,-1.0,96.0,94.0,37,93.0,93.0,8.3
O=C(OC1CCCCC1=O)c1ccc(S(=O)(=O)Nc2ccccc2)cc1 (centres undefined),17.8,100.0,101.0,-34.5,0.0,103.0,104.0,5,105.0,102.0,-4.9
COc1cccc(C(c2nnnn2Cc2ccccc2)N2CCN(C3CCCC3)CC2)c1OC (centres undefined),20.1,99.0,99.0,10.2,-4.0,97.0,99.0,5,101.0,98.0,10.9
CCN(CC)S(=O)(=O)c1cccc(-c2cn3cc(C)ccc3n2)c1,10.2,97.0,99.0,-38.0,-1.0,98.0,95.0,4,99.0,93.0,·
CCn1c(SC(C)C(=O)O)nc2sc3c(c2c1=O)CCC3 (centres undefined),67.4*,100.0,103.0,-58.0,-1.0,102.0,102.0,12,103.0,99.0,·
SMILES,Mcl1 Noxa PPI,Rac1 act GTP bind,Cdc42 wt GTP,Mcl1-Bid inh,Bim-Mcl-1,HRas wt GTP,Rab2A wt mod,Avidin fluor,Rac1 wt modul,Rab7 wt GTP bind,Pf gamet viab
CCc1cc2cc(C)ccc2nc1SCC(=O)Nc1cc(C)on1,-19.1,?,?,3.6,0.0,?,?,8,?,?,·
CC(=O)N1c2ccccc2NC2=C(C(=O)CCC2)C1c1ccco1 (centres undefined),21.0,94.0,97.0,-50.9,-4.0,96.0,97.0,9,96.0,94.0,0.1
Cc1ccc(-n2nnnc2SCC(=O)Nc2nc(-c3ccc(F)cc3)cs2)cc1C,2.4,101.0,98.0,-26.1,-1.0,99.0,98.0,22,102.0,98.0,-24.1
O=C(Nc1ccc(N2CCOCC2)cc1)C1CCCCC1,13.6,97.0,103.0,-35.9,-1.0,103.0,100.0,13,103.0,103.0,·
O=C(C1CCN(S(=O)(=O)N2CCC3(CC2)OCCO3)CC1)N1CCC(Cc2ccccc2)CC1,7.8,99.0,102.0,-8.8,2.0,102.0,101.0,233*,101.0,98.0,-18.5
CCOc1cc(/C=C/c2ccc3cccc([N+](=O)[O-])c3n2)ccc1O,23.3,93.0,98.0,-30.8,21.0,96.0,94.0,17,98.0,98.0,13.6
COc1ccc(NC(=O)c2cccc(N3C(=O)NC4CC3(C)Oc3ccccc34)c2)cc1 (centres undefined),6.5,?,?,-43.0,0.0,?,?,20,?,?,·
